L3MBTL1 block – L3MBTL1 (human) inhibition; AlphaScreen L3MBTL1–H3K9me1 peptide binding; actives 0.66% (n = 230,000); Potency, µM (doses to about 57.1 µM), for inactives: top-dose activity, negative = inhibition, most hits filed as inhibitors; further: on the % scale 0 is the no-effect control and ±100 the full control effect; nearly all actives have a fitted effect of over 60% in size
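First, the protein-peptide complex forms for 30 min at room temperature (L3MBTL1 50 nM, biotinylated H3K9me1 peptide 75 nM). Next, compounds are pin-transferred and incubated 30 min. Finally, AlphaScreen beads are added and read after 30 min.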
TRb-SRC2 inh – disrupts binding of human TR beta to SRC2; Potency, µM (highest dose often 106 µM), without a hit: at the top dose activity change, negative = inhibition, hits mostly inhibitors; TRbeta-SRC2 peptide binding, fluorescence polarization; receptor liganded with 1 µM T3; actives 0.065% (n = 280,000); P10828;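 further: plate controls were bound peptide for no effect and peptide without receptor for full effect; nearly all actives have a fitted effect of over 50% in size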
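Compounds were added to 0.6 uM TRb ligand-binding domain and 20 nM Texas Red-labeled SRC2 peptide in Tris buffer containing 1 uM T3, incubated 5 hr at ambient temperature, then read by fluorescence polarization.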
HTT cytoprotect – Huntington cell model cytoprotection by ATP luminescence. PC12 HTT-Q103 induced, cytoprotection, ATP luminescence, 40 h. actives 0.14% (n = 230,000). Potency, µM (titrated, usually from 56.4 µM), inactives show cytoprotection (ATP increase), actives largely listed as activators;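 further: % of control where 0% means no effect; nearly all actives have a fitted effect of over 45% in size; toxic huntingtin expression switched on by the ecdysone agonist tebufenozide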
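PC12 cells stably carrying ecdysone-inducible Htt exon 1 (Q103)–GFP were induced with 100 nM tebufenozide (final) alongside library compounds in a dose series. Cytoprotection was scored as retained ATP by ATPlite luminescence.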
Tau fluor counter – counter-screen for tau fibril formation inhibitors. AID 1463. Potency, µM (titrated, usually from 57.7 µM), inactives show at the top dose activity change, negative = decrease. actives 0.93% (n = 280,000). tau K18 P301L Alexa594 fluorescence, heparin fibrillization; further: on the % scale 0 is the no-effect control and ±100 the full control effect; nearly all actives have a fitted effect of over 55% in size
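Human tau K18 P301L (15 uM unlabeled, 0.24 uM Alexa 594-labeled) in 100 mM sodium acetate pH 7 with 20 uM heparin, 6 hr at 37 C. ThT 30 uM added, 1 hr ambient; Alexa 594 FP and total fluorescence read at 555/632 nm.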
Tau FP inhib – tau fibrillization inhibition (FP) | P10636 | K18 P301L tau heparin fibrillization, Alexa594 FP, 6 h | Potency, µM (series often up to 57.7 µM), without a hit: at the highest dose activity, negative = inhibition, hits mostly inhibitors | actives 0.39% (n = 280,000) | AID 1468; further: on the % scale 0 is the no-effect control and ±100 the full control effect; nearly all actives have a fitted effect of over 55% in size
Target sequence (P10636 561-689 P618L limits assumed): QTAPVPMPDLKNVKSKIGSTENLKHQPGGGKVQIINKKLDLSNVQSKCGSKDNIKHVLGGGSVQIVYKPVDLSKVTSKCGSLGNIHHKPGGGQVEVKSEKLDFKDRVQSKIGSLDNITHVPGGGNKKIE
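Quantitative HTS format: compounds meet 15 uM recombinant K18 P301L tau and Alexa 594-tau tracer in 100 mM sodium acetate pH 7; 20 uM heparin triggers fibrillization at 37 C over 6 hr; FP gives the signal.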
TexasRed fluor – alters Texas Red total fluorescence, flagging assay interference; TRb/SRC2 Texas Red total fluorescence interference; Potency, µM (series often up to 106 µM), for the others: at the top dose fluorescence change, negative = quenching; actives 0.29% (n = 280,000); AID 1479; active means well fitted curve in either direction with a large enough effect; inconclusive means small, poorly fitted or top-dose-only effect; further: on the % scale 0 is the no-effect control and ±100 the full control effect
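Flags fluorescent or light-absorbing compounds by total fluorescence, S + 2P, at 555 nm excitation and 632 nm emission. Mixture: 20 nM Texas Red SRC2 peptide, 0.6 uM human TRb LBD, 1 uM T3, 5% DMSO; compound exposure 5 h at ambient temperature.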
Tau ThT inhib – blocks human tau fibril formation measured by thioflavin T. Potency, µM (top dose mostly 57.4 µM), for inactives: at the highest dose activity, negative = inhibition, hits mostly inhibitors. recombinant tau K18 P301L (four-repeat tau fragment), heparin-induced fibrillization, ThT fluorescence. actives 2.1% (n = 270,000). P10636. AID 1460; further: on the % scale 0 is the no-effect control and ±100 the full control effect; nearly all actives have a fitted effect of over 55% in size
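Tau K18 P301L fragment (15 uM unlabeled plus 0.24 uM Alexa 594-labeled) in 100 mM sodium acetate pH 7 with compound, fibrillization induced by 20 uM heparin for 6 hr at 37 C. Thioflavin T (30 uM) added, fluorescence read after 1 hr (ex 450, em 510 nm).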
RECQ1 inh – RECQ1 (human) helicase inhibition. P46063. RECQ1 DNA unwinding, red fluorescence kinetic read. Potency, µM (titrated, usually from 57.3 µM), inactives show at the top dose activity, negative = inhibition, actives largely listed as inhibitors. actives 0.54% (n = 240,000). AID 2549;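 further: plate controls were vehicle for no effect and no enzyme for full effect; nearly all actives have a fitted effect of over 30% in size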
Target sequence (P46063 whole entry, looked up): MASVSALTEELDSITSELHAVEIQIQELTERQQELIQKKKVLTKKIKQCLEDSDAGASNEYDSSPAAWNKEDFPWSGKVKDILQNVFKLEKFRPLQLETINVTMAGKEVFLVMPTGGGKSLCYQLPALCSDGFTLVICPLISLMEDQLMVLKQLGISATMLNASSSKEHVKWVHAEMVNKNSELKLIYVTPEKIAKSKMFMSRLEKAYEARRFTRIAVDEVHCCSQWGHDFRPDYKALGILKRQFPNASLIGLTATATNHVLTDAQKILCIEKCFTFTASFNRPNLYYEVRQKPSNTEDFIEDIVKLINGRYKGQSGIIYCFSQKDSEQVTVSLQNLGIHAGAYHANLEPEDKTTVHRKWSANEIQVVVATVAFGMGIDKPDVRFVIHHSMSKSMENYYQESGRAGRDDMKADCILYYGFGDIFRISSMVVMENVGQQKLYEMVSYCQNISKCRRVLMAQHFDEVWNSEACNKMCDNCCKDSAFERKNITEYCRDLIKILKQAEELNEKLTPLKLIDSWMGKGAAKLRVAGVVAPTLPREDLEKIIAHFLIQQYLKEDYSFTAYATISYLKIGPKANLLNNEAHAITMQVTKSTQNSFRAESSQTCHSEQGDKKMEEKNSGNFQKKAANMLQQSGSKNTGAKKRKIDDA
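50 nM RECQ1T1 preincubated 15 min with compound in Tris pH 8.0 buffer with MgCl2, DTT, Tween-20 and 2.5 ug/ml poly(dI-dC); started with 200 nM TAMRA/BHQ-2 forked duplex and 2 mM ATP. Unwinding read as fluorescence (525/598 nm), two reads 2 h apart.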
* = called active by the depositor; i = inactive; u = inconclusive; x = no result given; & = joins results of further samples; [ ] = dose if it differs, or a comment. Unless noted, the call rests on the fitted dose curve; in most records, active means well fitted curve in the direction sought with a large enough effect; inconclusive means small, poorly fitted or top-dose-only effect, or another doubt; inactive means no such curve, though single readings can be large; an effect the other way counts as inactive or inconclusive. Potency means the concentration at half of the fitted maximal effect. Only part of the results is shown (hit frequency here may not be typical).

compound | L3MBTL1 block | TRb-SRC2 inh | HTT cytoprotect | Tau fluor counter | Tau FP inhib | TexasRed fluor | Tau ThT inhib | RECQ1 inh
O=C(NCc1csc2ccccc12)Nc1cc(Cl)cc(Cl)c1 | x | -8% | 0%[10 µM] | u | u | 0% | x | -5%
O=C(NCC1([N+](=O)[O-])CN(C(=O)c2ccccc2)CN(C(=O)c2ccccc2)C1)c1ccccc1 | 6% | 2% | 7%[10 µM] | 3% | 3% | 2% | 1% | -9%
Cc1cc2oc(=O)c(CC(=O)O)c(C)c2c2occ(-c3ccc(F)cc3)c12 | x | -5% | x | -7% | -5% | 2% | u | x
O=[N+]([O-])c1ccc(O)c2cccnc12 | x | 5% | -3% | -7% | -7% | 1% | u | -5%
CN(C)c1ccc(/C=N/Nc2ccc(-n3ccnc3)nn2)cc1 | x | 4% | -29% | u | -9% | -3% | 5µM* | -13%
COCC(=O)Nc1ccc(C(N)=O)cc1 | 2% | 7% | -12% | 6% | 2% | 2% | -2% | i
CC(C)(C)n1nc2c(c1NC(=O)Cc1ccccc1)CS(=O)(=O)C2 | 21% | 0% | 2% | 2% | -2% | 0% | -6% | i
C=CCc1ccccc1OCCCCN1CCCC1 | x | 4% | 5% | -7% | -14% | -1% | -16% | i
Cn1ncc(C(=O)Nc2ccc(Cl)cc2)c1C(F)(F)F | 4% | 0% | 28%[10 µM] | -24% | 0% | -4% | -8% | -17%
COc1cccc(NC(=O)CC(C)=O)c1 | -4% | 9%[53 µM] | 7%[10 µM] | 7% | -1% | 0%[53 µM] | 8% | i
Cc1ccccc1N1CC(C(=O)Nc2nnc(SCC(=O)Nc3nccs3)s2)CC1=O (stereo unspecified) | -3% | 2% | x | -17% | 2% | -2% | -9% | -5%
CCC(CC)NC(=O)c1ccc2c(c1)OCCO2 | x | -3% | -11% | -6% | 9% | 0% | -14% | -5%
COc1ccc(N2CC(NC(=O)C(=O)c3c(C)[nH]c4ccccc34)CC2=O)cc1 (stereo unspecified) | x | 4% | x | -2% | -6% | 1% | -5% | x
CCn1c(SCC(=O)Nc2cccc(F)c2)nnc1-c1cc2cc(Br)ccc2o1 | 2% | -1% | -77%[inhibitor][0.074 µM] | -3% | 1% | 1% | 3% | -17%
O=C(CCN1C(=O)c2ccccc2C1=O)NCCCn1ccnc1 | 19% | -3% | -2% | -1% | 4% | 2% | -4% | i
CCCCc1ccc(CC2S/C(=C(\C#N)C(=O)N3CCOCC3)N(c3ccccc3)C2=O)cc1 (stereo unspecified) | x | -4% | -6% | 4% | u | 0% | 2% | -7%
COC(=O)C1=C(CN2CCN(C)CC2)NC(=O)NC1c1cc(C)ccc1C (stereo unspecified) | -13% | 10% | -7%[10 µM] | 5% | 5% | 2% | 6% | -5%
NC(=O)C1(N2CCCCC2)CCN(C2CC(=O)N(Cc3ccc(N4CCCC4=O)cc3)C2=O)CC1 (stereo unspecified) | x | 4% | 4% | -4% | 7% | -2% | -5% | -6%
CCOC(=O)c1cnc(SCc2nc(N)nc(Nc3ccc(F)cc3)n2)nc1N | -1% | -4% | -43%[inhibitor] | -18% | -4% | -6% | -2% | -2%
CCC(C)c1ccc(NC(=O)C2CCN(c3ncccn3)CC2)cc1 (stereo unspecified) | 1% | -9% | 9%[1.9 µM] | -8% | -5% | 2% | -12% | -3%
Cc1c(C(Nc2ccccn2)c2ccccc2)c(=O)n(-c2ccccc2)n1C (stereo unspecified) | 8% | 1% | 10%[10 µM] | 2% | 6% | 1% | -15% | -1%
COC(=O)c1cn(Cc2cccnc2)c(=O)c2ccccc12 | x | -3% | -5% | -2% | -2% | -1% | 1% | 1%
Cc1ccccc1OCc1nnc(SCC(=O)N2c3ccccc3Sc3ccc(Cl)cc32)o1 | -3% | -3% | 4% | -18% | u | -5% | -13% | -3%
COc1ccc(NC(=O)CSC2=Nc3ccccc3C3=NC(CC(=O)NCCc4ccccc4)C(=O)N23)cc1 (stereo unspecified) | x | -2% | x | 0% | 11% | 0% | 15% | x
Cc1c(C(=O)N(C)c2cccc(C(F)(F)F)c2)sc2nc3n(c(=O)c12)CCCCC3 | x | -7% | x | -23% | u | 7% | u | x
CCOC(=O)C=C(C(=O)OCC)C(=O)OCC | 4% | -3% | -4%[10 µM] | 7% | 0% | -2% | -2% | -12%
COc1ccc(-c2cc(C(=O)Nc3ccccc3N3CCOCC3)c3ccccc3n2)cc1OC | -1% | 4% | -6%[10 µM] | u | -6% | -6% | -9% | -12%
COc1cccc(NC(=O)C2CCN(c3ncccn3)CC2)c1 | 4% | -5% | -2%[1.9 µM] | -6% | 1% | 1% | -14% | -2%
Nc1ncnc2nc(SCCc3ccccc3)[nH]c12 | -7% | 7% | -18%[0.074 µM] | -11% | -4% | -1% | -6% | -8%
Cc1cnc(NC(=O)CN2C(=O)C3CC=CCC3C2=O)s1 (stereo unspecified) | -1% | 7% | 3% | -7% | -4% | 2% | -5% | i

Among those listed so far, these contain two or more sulfur atoms:
compound | L3MBTL1 block | TRb-SRC2 inh | HTT cytoprotect | Tau fluor counter | Tau FP inhib | TexasRed fluor | Tau ThT inhib | RECQ1 inh
Cc1ccccc1N1CC(C(=O)Nc2nnc(SCC(=O)Nc3nccs3)s2)CC1=O (stereo unspecified) | -3% | 2% | x | -17% | 2% | -2% | -9% | -5%
Cc1ccccc1OCc1nnc(SCC(=O)N2c3ccccc3Sc3ccc(Cl)cc32)o1 | -3% | -3% | 4% | -18% | u | -5% | -13% | -3%

The list continues:
compound | L3MBTL1 block | TRb-SRC2 inh | HTT cytoprotect | Tau fluor counter | Tau FP inhib | TexasRed fluor | Tau ThT inhib | RECQ1 inh
O=C(COc1ccc2ccccc2c1)N1c2ccccc2Sc2ccccc21 | -8% | -17% | 15%[10 µM] | -27% | -3% | -1% | -13% | -9%
Cc1ccsc1/C=N\NC(=O)c1ccc2c(c1)OCO2 | -3% | 12% | -105%[inhibitor] | -12% | 5% | 1% | u | 9%
Cc1nn(CC(=O)NCCN2CCOCC2)c(=O)c2ccccc12 | 0% | 3% | -7% | 1% | 7% | -7% | -4% | i
Cc1ccc(C(=O)COc2cccc(NC(=O)c3ccco3)c2)cc1 | -3% | -5% | 2%[10 µM] | -19% | -9% | -1% | u | -1%
CC(Sc1nc2c([nH]c3ccccc32)c(=O)n1C)c1ccccc1 (stereo unspecified) | x | -3% | -18% | -14% | 2% | -1% | 3% | -4%
CCOC(=O)c1[nH]c2ccc(Cl)cc2c1-c1ccccc1 | -4% | -1% | 5% | -3% | -3% | -1% | -7% | -1%
CC(=O)c1ccc(S(=O)(=O)N2CCC(Oc3ccc(-n4cnnn4)cc3)CC2)cc1 | x | 2% | x | -1% | u | -2% | -4% | x
C=CCC(CC=C)(C(=O)O)c1ccccc1 | x | -5% | 7% | 8% | 7% | -6% | 1% | i
Cc1ccc(NC(=O)CN(c2ccc(C)cc2)S(=O)(=O)c2cccc3nonc23)cc1 | -29% | -1%&6% | x | u | -4%&-3% | -2%&7% | 3%&-11% | -5%
O=C(NCc1ccccc1)c1ccc(OCC2CCCO2)cc1 (stereo unspecified) | 2% | 4%[53 µM] | 17%[10 µM] | 6% | 6% | 2%[53 µM] | 3% | -7%
COc1cccc(CNC(=O)c2oc3c(c2C)-c2nn(Cc4cccc(Cl)c4)cc2CC3)c1 | x | -8% | x | u | 2% | u | -13% | x
CCN1CCCC1CNCc1cccc(OC)c1OCc1ccc(F)cc1 (stereo unspecified) | 7% | 3%[53 µM] | -9%[10 µM] | 14% | 5% | 0%[53 µM] | 5% | u
CCOC(=O)Cc1csc(NC(=O)COc2ccc3ccccc3c2)n1 | 0% | -1% | -53%[inhibitor] | -26% | 0% | 4% | u | -4%
Cc1n[nH]c(C)c1S(=O)(=O)N1CCC(C(=O)N2CCn3c2nc2ccccc23)CC1 | x | 1% | -32% | -11% | -6% | -3% | -3% | 3%
N#CCCn1cc(/C=C/C(=O)O)c(-c2ccc(F)cc2)n1 | 14% | -9% | -29% | 7% | u | 0% | 5% | 7%
CCCCN(C)c1ccc([N+](=O)[O-])cc1 | -8% | -6% | 22%[0.074 µM] | -1% | 7% | 1% | u | -5%
CCOC(=O)CSc1nnc2n1C(C)(C)Cc1ccccc1-2 | 1% | -5% | 12%[10 µM] | -1% | 2% | -2% | -6% | -2%
NC(=O)c1cc(Cl)cn(-c2ccccc2)c1=O | x | -9% | -7% | -3% | 6% | -1% | -2% | -7%
O=C(CSc1nnc(-c2ccc(F)cc2)o1)NC1CCCCC1 | 4% | -2% | 15%[10 µM] | -7% | -2% | -4% | -6% | -4%
Cc1ccccc1N1CCN(C(=O)c2ccc(Oc3ccc(C(F)(F)F)cn3)cc2)CC1 | u | -2% | -16%[10 µM] | -15% | 3% | -4% | u | -12%
Cn1c(SCC(N)=O)nnc1-c1ccc(C(C)(C)C)cc1 | 3% | -4% | 2%[10 µM] | -7% | 4% | 0% | -14% | -10%
COc1ccc(CCNC(=O)c2ccc3c(c2)c(C)c(C)n3Cc2ccccc2)c(OC)c1OC | x | -4% | x | -11% | 3% | -1% | -7% | x
C#CCNC(=O)C1=C[C@H](C2CCCCC2)[C@@H](CCCO)[C@H](OCC)O1 | 6% | 2% | 0%[10 µM] | 9% | 3% | 0% | 8% | i
Cc1cc(-c2nc3ncccc3o2)ccc1NC(=O)c1ccc(Cl)cc1 | x | 3% | x | -10% | -5% | 0% | u | x
O=C1NC(=Nc2cccc(O)c2)S/C1=C\c1cccnc1 | -6% | 3% | -7%[10 µM] | -22% | -6% | -2% | u | -2%
Cc1ccc(-c2noc(-c3ccccc3C(=O)N3CCOCC3)n2)cc1 | x | -7% | -1% | -7% | 2% | -1% | -11% | -8%
O=C(CSc1nnc(SCc2cccc3ccccc23)s1)N/N=C/C=C/c1ccccc1[N+](=O)[O-] | -17% | 6% | 11%[10 µM] | u | 3% | 0% | -11% | -3%
